Bioassay records as filed in PubChem.
CHRM4 antagonist: antagonists of human muscarinic M4 receptor (CHRM4); P08173; CHO-hM4 cells, ACh EC80, Fluo-8 calcium fluorescence; inhibition, % at 3 µM; 360,000 compounds, 0.73% hits;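 active = inhibition above its plate's cutoff, the mean inhibition of sample wells plus 3 SD, cut at about 27% in these data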;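 also: 0% = acetylcholine EC80 with DMSO and 100% = DMSO without agonist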
Target sequence (P08173 whole entry, looked up): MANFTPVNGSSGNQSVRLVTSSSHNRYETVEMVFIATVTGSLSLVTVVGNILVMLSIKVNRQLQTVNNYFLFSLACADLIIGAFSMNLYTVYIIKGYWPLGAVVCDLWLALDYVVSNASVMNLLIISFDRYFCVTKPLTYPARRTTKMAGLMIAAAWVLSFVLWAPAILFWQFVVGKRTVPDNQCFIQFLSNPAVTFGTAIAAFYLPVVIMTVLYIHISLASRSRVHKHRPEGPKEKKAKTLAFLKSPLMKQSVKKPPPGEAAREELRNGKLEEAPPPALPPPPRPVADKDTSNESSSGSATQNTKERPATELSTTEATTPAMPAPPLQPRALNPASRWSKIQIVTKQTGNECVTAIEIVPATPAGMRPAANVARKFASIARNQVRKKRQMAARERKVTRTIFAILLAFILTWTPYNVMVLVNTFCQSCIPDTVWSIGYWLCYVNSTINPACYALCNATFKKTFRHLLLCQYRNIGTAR
CHRM5 PAM: CHRM5 positive allosteric modulation | CHO-K1 hM5, Fluo-8 calcium, ACh EC20 PAM; 0% = ACh EC20, 100% = ACh EC100 | 360,000 compounds, 0.3% hits | activation, % at 3 µM;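 active = activation above the run cutoff, the mean activation of all test compounds plus 3 SD, cut at about 18% in these data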
Target sequence (P08912 whole entry, looked up): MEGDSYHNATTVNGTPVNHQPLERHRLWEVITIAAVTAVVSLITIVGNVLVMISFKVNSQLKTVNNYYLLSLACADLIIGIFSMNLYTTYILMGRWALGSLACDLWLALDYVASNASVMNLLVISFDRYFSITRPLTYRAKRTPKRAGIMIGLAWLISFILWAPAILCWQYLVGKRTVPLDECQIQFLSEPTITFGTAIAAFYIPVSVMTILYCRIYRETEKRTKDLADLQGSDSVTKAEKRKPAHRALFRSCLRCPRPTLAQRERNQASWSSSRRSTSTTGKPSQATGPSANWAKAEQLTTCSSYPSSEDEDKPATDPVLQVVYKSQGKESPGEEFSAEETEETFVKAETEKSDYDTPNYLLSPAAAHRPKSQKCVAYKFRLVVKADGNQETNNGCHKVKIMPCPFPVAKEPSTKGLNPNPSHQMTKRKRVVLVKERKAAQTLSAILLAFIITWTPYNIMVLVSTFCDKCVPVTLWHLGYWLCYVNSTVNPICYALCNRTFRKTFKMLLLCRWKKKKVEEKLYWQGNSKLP
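Probe or stimulus: acetylcholine, EC20 level; Assay system: human M5 receptor in CHO-K1 cells; Schedule: compound preincubation 140 s before EC20 acetylcholine addition; Technique: intracellular calcium via Fluo-8 fluorescence; Dosing: single-point, 3 µM nominal; Read-out basis: percent activation from peak-over-basal fluorescence ratio, scaled EC20-to-EC100 acetylcholine; Repeats: one well per compound, no replicates.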
M1 PAM parental: nonselective activator or artifact in parental CHO-K1 calcium assay; ATP EC20, Fluo-8 calcium fluorescence; 0% at ATP EC20, 100% at ATP max; activation, % at 3 µM; 360,000 compounds, 0.02% hits;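 active = activation above the run cutoff, the mean activation of all test compounds plus 3 SD, cut at about 40% in these data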;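 also: peak over basal fluorescence ratio in a 140 s read after ATP addition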
M4 PAM: positive allosteric modulators of human muscarinic M4 receptor; P08173; CHO-K1 hM4/Gqi5, Fluo-8 calcium fluorescence, ACh EC20; 0% = ACh EC20, 100% = maximal ACh; activation, % at 3 µM; 360,000 compounds, 0.4% hits;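 active = activation above its plate's cutoff, the mean activation of sample wells plus 3 SD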; also: some results filed as inactive read as strong as hits
M4 ag: agonists of human muscarinic M4 receptor (CHRM4); CHO-K1 hM4/Gqi5, Fluo-8 calcium fluorescence; vehicle 0%, full acetylcholine response 100%; activation, % at 3 µM; 360,000 compounds, 0.14% hits; AID 624127;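 active = activation above the run mean over all test wells plus 3 SD, cut at about 32% in these data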;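 also: peak over basal fluorescence ratio per well then scaled between controls; 0% = DMSO wells and 100% = acetylcholine at EC100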
CHO-K1 Ca ag: counter-screen for M1 agonists: effect in parental CHO-K1 cells; activation, % at 3 µM; 360,000 compounds, 0.48% hits; AID 602248; Fluo-8 calcium fluorescence; scaled to maximal ATP response, vehicle zero; in the data active = activation above about 15%;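 also: untransfected CHO-K1 host cells lacking M1 receptor as counterscreen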
CHRM5 agonist: agonists of human muscarinic M5 receptor (CHRM5); 360,000 compounds, 0.19% hits; CHO-K1 hM5 cells, Fluo-8 calcium fluorescence; 0% DMSO wells, 100% maximal acetylcholine response; AID 624037; activation, % at 3 µM; P08912;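 active = activation above the run's mean over test compounds plus 3 SD, cut at about 23% in these data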;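 also: signal is peak over basal fluorescence ratio across the kinetic read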
CHO-K1 Ca antag: counter-screen for M1 antagonists: effect in parental CHO-K1 cells | ATP-induced calcium, Fluo-8 fluorescence | inhibition, % at 3 µM | 360,000 compounds, 0.6% hits | AID 602250;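 active = inhibition above a per-plate cutoff, the plate's mean sample inhibition plus 3 SD, cut at about 24% in these data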;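 also: 0% = DMSO plus EC80 ATP and 100% = DMSO alone without ATP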
CHRM5 antagonist: blocks acetylcholine activation of human M5 receptor; AID 624040; CHO-hM5 cells, Fluo-8 calcium fluorescence, ACh EC80; inhibition, % at 3 µM; 360,000 compounds, 0.59% hits;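 active = inhibition above a per-plate cutoff, the mean of that plate's test compounds plus 3 SD, cut at about 27% in these data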;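 also: 0% = acetylcholine EC80 with DMSO and 100% = DMSO without agonist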
* = called active by the depositor; · = no result given.

SMILES	CHRM4 antagonist	CHRM5 PAM	M1 PAM parental	M4 PAM	M4 ag	CHO-K1 Ca ag	CHRM5 agonist	CHO-K1 Ca antag	CHRM5 antagonist
C=CC[C@@H](CC(=O)N[C@@H](CO)Cc1ccccc1)C(=O)NC[C@@H](OC(=O)[C@@H](CC=C)CC(=O)OC(C)(C)C)c1ccccc1	1.1	1.9	16.8	2.2	0.3	-0.4	-1.1	-13.3	10.0
O=C(c1ccc(Oc2ccc(C(F)(F)F)cc2[N+](=O)[O-])cc1)N1CCOCC1	-18.4	-6.5	10.3	-3.3	7.6	5.3	-0.7	-5.3	8.0
CCOC(=O)C1(C)CCN1C(=O)c1ccc(F)c(Cl)c1 (centres undefined)	-1.8	-0.7	15.9	4.2	-0.4	1.3	-0.9	-1.5	6.8
COC(=O)C(=C/C=C/c1cccnc1)C(=O)OC	7.0	0.3	-15.8	-6.0	0.4	0.0	-0.6	1.6	1.8
O=C(COc1nncc2ccccc12)NCC(F)(F)F	-4.3	5.8	5.1	2.3	0.2	0.5	-0.8	3.9	-4.3
COc1ccc(-c2nc(S(=O)(=O)c3ccccc3)c(N3CCOCC3)o2)cc1	2.0	1.6	23.7	-2.2	0.2	0.3	-0.7	-17.1	-4.6
CCC(=O)NCCc1c[nH]c2ccccc12	0.0	-6.7	10.8	1.3	0.8	0.1	1.5	-3.0	1.5
COC(=O)c1ccccc1NC(=O)N1CCN(c2ccc(OC)cc2)CC1	10.6	-1.5	5.6	-8.4	1.7	1.5	-1.1	-2.5	-11.6
CC(=O)Nc1cccc(-c2cc(NC(C)=O)c3ncc(-c4cccc(C(F)(F)F)c4)n3c2)c1	1.6	-6.2	13.2	-3.7	25.0	12.9	1.5	-4.3	10.1
C[C@H]1CN([C@@H](C)CO)S(=O)(=O)c2ccc(-c3ccncc3)cc2O[C@H]1CN(C)C(=O)c1cccc(F)c1	14.0	2.8	-11.8	-9.2	0.3	-0.2	1.6	6.5	-7.7
COCCCNC(=O)C[C@H]1C[C@H](C(=O)N(C(C)C)C(C)C)[C@@]2(C)c3[nH]c4ccc(Cl)cc4c3CCN2C1=O	-3.4	-4.6	15.7	2.3	-0.6	-0.5	-0.9	-6.6	7.1
CN1C=CC=C/C1=C1\SC(=S)N(CC(=O)O)C1=O	3.2	3.1	20.3	1.2	1.3	1.1	-4.1	-4.3	1.4
Cc1ccc(C(=O)Nc2ccc3c(c2)OCCO3)c(Cl)c1	-0.3	-0.8	-4.3	2.5	1.2	0.1	-6.0	6.5	-7.0
COC(=O)C(O)(CC(=O)Nc1ccccc1OC)C(F)(F)F (centres undefined)	-9.8	7.1	4.4	5.1	0.3	0.1	-8.0	3.1	-1.2
COCc1c(C(=O)Nc2ccc(Cl)cc2F)oc2ccccc12	-9.0	-7.6	-14.6	13.5	-0.1	0.2	0.8	3.2	3.4
CCC(=O)Nc1sc2c(c1C(N)=O)CCC2	4.8	-4.7	2.9	3.0	-0.3	0.3	-2.0	-22.9	2.4
O=C(Nc1ccc(Cl)c(Cl)c1)N1CCSC1c1ccco1 (centres undefined)	5.1	-20.6	-5.4	-8.8	9.0	4.4	2.6	4.2	19.3
Cc1nnc(SCC(=O)N2c3ccccc3CC2C)s1 (centres undefined)	-15.3	6.8	8.1	3.4	1.7	0.2	-6.6	2.7	-3.8
O=C(O)CCNS(=O)(=O)c1ccc(Oc2ccccc2)cc1	10.1	-2.4	12.0	19.6	1.3	0.6	-4.3	-10.4	3.0
Cc1nnc(-c2ccc(Oc3ccc(C)c(C)c3)c([N+](=O)[O-])c2)o1	-4.6	1.5	25.6	4.8	-2.5	0.3	-5.3	-4.3	-6.5
CC(C)(C)NC(=O)C1CC(=O)OC1(C)C (centres undefined)	-3.1	3.6	28.6	8.1	0.8	1.1	-2.1	-14.4	0.1
CCOC(=O)N1CCC(NC(=O)c2ccc3c(c2)N(C)CCS3)CC1	-15.2	-0.3	9.1	1.2	0.7	-0.2	-3.5	-10.8	-0.8
COc1ccc(CNC(=O)c2sccc2C)cc1	0.2	3.9	3.8	5.1	3.0	1.7	-3.8	-17.4	5.1
S=c1[nH]nc(C23CC4CC(CC(C4)C2)C3)n1Cc1ccco1	1.5	-11.6	8.7	-7.0	-1.7	0.1	-7.8	-6.4	7.3
COc1ccc(C2C(C(=O)c3ccco3)=C(O)C(=O)N2CCOCCO)cc1OC (centres undefined)	10.0	5.9	-2.6	11.9	0.7	0.0	-2.2	0.1	6.3
CC(=O)c1cccc(Nc2cc(C)nc3c(C)cccc23)c1	12.1	-0.8	-1.3	-5.6	0.1	0.1	-3.1	-11.8	10.7
Cc1ccc(C(=O)C2CCN(CC(=O)NC3CCCC3)CC2)cc1	-5.0	2.6	9.9	0.5	0.6	-0.1	-2.6	-12.7	2.4
CC(=O)c1sc2nc(SCC(=O)NCCc3ccccc3)[nH]c(=O)c2c1C	-6.9	8.7	-19.7	0.5	0.1	0.1	1.9	-4.5	-2.0
O=C(O)CCN1CCc2ccccc2C1c1cccs1 (centres undefined)	1.6	-8.3	9.2	-3.1	0.3	5.2	-1.4	6.5	1.8
S=C(NCc1ccco1)Nc1ccc(Oc2ccccc2)cc1	3.9	-5.3	4.0	-7.8	3.7	2.5	-1.9	3.1	-0.4
CC(=O)NCc1ccc(C(=O)CSc2nnc(-c3ccncc3)n2Cc2ccccc2)o1	1.5	15.1	5.7	-3.6	0.5	-0.2	-2.9	-2.5	-3.9
C=CC[C@@H](CC(=O)NCCO)C(=O)N[C@@H](C)COC(=O)[C@H](CC=C)CC(=O)OC(C)(C)C	0.4	4.0	-6.0	-4.0	0.8	-0.4	0.5	8.7	-8.5
O=C(c1ccc(Cl)cc1)C(CN1CCCC1)c1ccccc1 (centres undefined)	-1.3	0.4	-2.9	5.3	1.5	0.5	-19.8	3.6	5.3
CCc1ccc(CNC(=O)C2CC(=O)N(C3CCCC3)C2)cc1 (centres undefined)	-3.0	-0.3	6.2	0.5	1.4	2.0	-0.4	-16.9	4.0
Cc1ccc(OC(=O)c2ccc([N+](=O)[O-])cc2Cl)cn1	-6.8	-1.5	17.2	0.8	13.8	4.5	1.9	-15.3	1.8
C/C(NCCN1CCOCC1)=C(\C#N)C(N)=O	16.5	0.0	15.6	2.5	0.2	1.4	1.2	0.5	-0.7
CCc1cc2cccc(C)c2nc1SCC(=O)N1CCN(C(=O)c2ccco2)CC1	-4.5	-2.2	13.7	1.0	4.8	2.6	-0.5	-0.8	-4.1
O=C1OC(c2ccc(O)cc2)(c2ccc(O)cc2)c2ccccc21	-1.8	-5.4	-6.2	-0.6	-0.9	0.2	0.4	0.7	2.6
CCCCn1c(N)c(N(Cc2ccccc2OC)C(=O)C(C)Oc2ccc(Br)cc2)c(=O)[nH]c1=O (centres undefined)	4.5	-2.8	8.3	7.1	0.7	0.8	0.4	-14.6	0.6
Cc1ccc(C(=O)N2CCC3(CC2)Oc2ccc(Cl)cc2C(=O)C32CC(c3cccnc3)=NO2)s1 (centres undefined)	-2.1	-14.3	11.1	-0.9	11.3	1.4	-4.4	-8.2	16.4
CC(Sc1nnc(-c2ccccc2)c(-c2ccccc2)n1)C(=O)Nc1ncc(Cl)cc1Cl (centres undefined)	2.3	0.4	10.7	-3.4	-0.8	0.0	-2.1	-4.0	2.1
O=S(=O)(/N=C(/Nc1cccc2ccccc12)c1ccc(F)cc1)c1ccccc1	7.4	6.9	-2.2	-2.9	2.4	-0.2	-1.1	-4.5	-13.8
O=C(Nc1c(-c2ccc3c(c2)OCO3)[nH][nH]c1=O)c1cnccn1	-9.1	2.4	5.4	7.5	-0.1	0.0	-0.2	-16.9	-2.1
CCOC(=O)[C@]12CCC=C1N(Cc1ccc(Cl)cc1Cl)C(=O)[C@H](CC(=O)N1CCOCC1)C2	-11.4	11.1	2.0	13.8	0.4	0.2	-1.4	-14.1	-9.4
COc1cccc(C2CC(OCCF)=CC(=O)O2)c1 (centres undefined)	-18.3	6.5	·	12.8	4.1	·	3.2	·	-7.1
COc1ccc(C)cc1NC(=S)Nc1ccccc1SC	7.3	3.4	-4.0	-6.9	0.4	0.2	0.8	-0.6	8.2
Cc1oc(-c2ccc(F)cc2)cc1-c1nn2c(-c3ccoc3C)nnc2s1	-7.4	8.6	0.7	0.5	0.3	-0.2	0.2	-2.5	-1.6
COc1ccc(Oc2ccc3c(C(F)(F)F)cc(C(F)(F)F)nc3n2)cc1	-8.9	10.4	16.7	23.6	-0.2	0.2	-2.3	1.5	1.2
Cn1c(/C=N/O)nc2ccccc21	3.6	-3.5	-7.9	7.1	1.4	0.1	-2.5	5.2	7.6
Nc1c(C(=O)c2ccc(F)cc2)oc2ccccc12	3.4	-7.4	1.4	5.4	-0.4	1.1	1.3	-20.8	0.9
COc1cc(OC)cc(C(=O)N/N=C2/SCC(=O)N2Cc2ccco2)c1	-7.4	-2.1	7.4	5.1	0.9	0.2	-1.9	-1.4	-0.9
CCn1c(NCc2ccc(OC)cc2)nc2ccccc21	2.9	1.4	-0.2	-5.3	0.6	0.5	0.2	-5.4	-1.1
CCCCCn1c(SCC(=O)OC)nc2c1c(=O)[nH]c(=O)n2C	-0.8	-1.6	2.0	0.0	1.4	0.7	-0.6	-2.9	1.9
CCn1c(C(=O)N2CCC(C(=O)NCc3ccc4c(c3)OCO4)CC2)cc2sccc21	-5.3	-7.0	7.3	-6.8	20.4	5.4	2.4	4.8	0.8
COc1ccc(Cc2nnnn2CC(=O)O)cc1	-2.7	2.1	17.2	6.4	1.2	0.4	-0.5	-14.7	-0.7
CCCc1cc(=O)oc2cc(OCC(=O)NC3CCN(Cc4ccccc4)CC3)ccc12	-3.5	3.7	22.3	-2.7	2.2	1.3	-8.0	-22.7	-1.0
COc1ccc2nc(SCC(=O)Nc3ccc(S(=O)(=O)N4CCCC4)cc3)c(C#N)cc2c1	1.7	-3.7	28.4	-7.2	2.0	1.8	-3.4	-11.2	14.7
